High-throughput results deposited in PubChem by The Scripps Research Institute Molecular Screening Center.
MITF inh – MITF inhibitors, primary screen, biochemical, AlphaScreen, human; AlphaScreen MITF homodimerization, bead proximity signal; inhibition, % at 2.6 µM; actives 0.91% (n = 650,000); AID 1259374, 2018; in the data active = inhibition above about 50%;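 note: 0% = vehicle wells with protein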
Target sequence (O75030 whole entry, looked up): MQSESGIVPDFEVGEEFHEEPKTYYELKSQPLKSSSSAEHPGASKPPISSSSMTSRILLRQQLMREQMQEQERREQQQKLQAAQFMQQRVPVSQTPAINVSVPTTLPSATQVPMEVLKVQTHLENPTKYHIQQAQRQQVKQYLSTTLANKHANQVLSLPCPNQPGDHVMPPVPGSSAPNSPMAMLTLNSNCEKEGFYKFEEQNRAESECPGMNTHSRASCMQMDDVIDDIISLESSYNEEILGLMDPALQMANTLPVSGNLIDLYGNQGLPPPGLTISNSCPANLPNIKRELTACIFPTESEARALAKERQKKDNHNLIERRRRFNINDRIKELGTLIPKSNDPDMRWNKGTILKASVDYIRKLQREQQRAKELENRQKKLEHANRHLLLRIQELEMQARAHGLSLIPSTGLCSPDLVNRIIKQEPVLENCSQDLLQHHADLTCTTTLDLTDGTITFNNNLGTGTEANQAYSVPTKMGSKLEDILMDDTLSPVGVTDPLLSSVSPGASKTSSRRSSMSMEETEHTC
FBW7 activator – FBW7 E3 ligase activators, primary screen, biochemical, AlphaScreen, human. F-box/WD repeat-containing protein 7 (Homo sapiens), Q969H0. AlphaScreen FBW7–phospho-cyclin E peptide binding, activator screen. normalized activity (activation), % at 26.1 µM. actives 0.13% (n = 650,000); in the data active = normalized activity above about 1.9%;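 note: purified mutant Fbw7 with reduced substrate affinity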
GPR151 activ – activators of human GPR151, primary screen, cell-based, PathHunter beta-arrestin, luminescence | G-protein coupled receptor 151 (Homo sapiens), Q8TDV0 | PathHunter beta-arrestin GPR151 cells | activation, % at 11.2 µM | actives 1% (n = 650,000) | AID 1508602, 2020; in the data active = activation above about 4.9%;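 note: 0% = median of compound wells and 100% = cells with positive control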
Target sequence (Q8TDV0 whole entry, looked up): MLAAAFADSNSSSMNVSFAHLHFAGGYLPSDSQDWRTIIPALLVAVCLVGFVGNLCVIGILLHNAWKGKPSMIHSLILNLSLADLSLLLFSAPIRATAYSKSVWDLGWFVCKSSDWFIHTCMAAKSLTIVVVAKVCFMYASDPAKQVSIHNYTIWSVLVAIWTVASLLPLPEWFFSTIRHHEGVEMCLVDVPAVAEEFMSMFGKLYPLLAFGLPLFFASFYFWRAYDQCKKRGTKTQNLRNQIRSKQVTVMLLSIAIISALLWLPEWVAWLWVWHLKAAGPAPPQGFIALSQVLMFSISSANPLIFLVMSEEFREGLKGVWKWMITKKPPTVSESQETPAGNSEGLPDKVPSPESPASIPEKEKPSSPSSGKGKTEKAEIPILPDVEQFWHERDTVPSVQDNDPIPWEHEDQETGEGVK
TEAD-YAP block – TEAD-YAP interaction inhibition, primary screen, TEAD-YAP interaction inhibitor project, luminescence, HEK-TIYL cells; actives 1.4% (n = 640,000); AID 1259422, 2018; TEAD-Gal4/YAP UAS-luciferase luminescence; inhibition, % at 9.12 µM; in the data active = inhibition above about 32%;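 note: 0% = median of test compound wells and 100% = reference inhibitor wells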
Numbers without * were called inactive; & = joins results of further samples.

mol	MITF inh	FBW7 activator	GPR151 activ	TEAD-YAP block
Cc1ccc2c(c1)cc(CN(C)CC1COCCO1)c(=O)n2Cc1cccc(F)c1 (stereo unspecified)	-3.4	0.0	-0.5	-9.6
Nc1cccc(C(=O)Nc2ccc(NC(=O)c3cccc(N)c3)cc2)c1	18.3	-0.1	0.4	-13.2
Cc1ccc(NC(=O)CSCC(=O)OCC(=O)N(C)C2(C#N)CCCCC2)cc1	15.2	0.6	3.4	5.1
COc1cc(NC(=O)CCCOc2ccc(C(C)(C)C)cc2)c(OC)cc1Cl	18.6	0.2	-0.9	-6.8
CC(C)NC(=O)CSc1nc(Cc2cccs2)nc2ccccc12	8.2	-0.1	2.8	-10.6
CC(C)Oc1ccc(/C=C2/NC(=O)N(c3cccc(Cl)c3)C2=O)cc1	-2.4	0.1	0.0	3.6
CN(C(=O)CSc1ncn[nH]1)c1ccccc1	-6.4	0.6	1.1	-8.1
COCCNc1nnc(-c2cccc(C)c2)s1	23.9	0.3	-2.4	-6.1
CCN(CC(N)=O)S(=O)(=O)c1cc(Cl)ccc1Cl	-14.5	0.1	5.0*	-3.2
COc1ccc(C(=O)NCCS(=O)(=O)N2CCN(c3ccccn3)CC2)cc1	-8.6	-0.1	-0.3	7.4
N#Cc1c(SCC(=O)Nc2ncc(Br)cc2Br)nc2c(c1-c1ccccc1)CCCC2	0.0	0.0	-0.7	0.7
CCOC(=O)c1cccc(Nc2c(C(=O)OCC)cnc3ccc(C(=O)OCC)cc23)c1	-3.2	0.0	1.0	-2.4
CCN1c2ncccc2C(=O)NC12CCN(Cc1cc(F)ccc1F)CC2	1.8	0.4	-0.7	-0.8
Cc1ccc(CCC(=O)Nc2ccc(S(N)(=O)=O)cc2)o1	6.2	-0.1	2.3	3.6
O=C(COc1ccc(F)cc1)NNC(=O)C1=NN(C2CCS(=O)(=O)C2)C(=O)CC1 (stereo unspecified)	11.2	0.1	0.9	-3.8
CCN(CCNS(=O)(=O)c1ccc(OC)c2ncccc12)Cc1ccccc1	4.1	0.0	0.8	-7.0
COc1ccc(/C=C/C(=O)C(C(=O)O)=C2SCCS2)cc1OC	16.5	-0.2	0.6	-7.7
Cc1cc(C(=O)Cn2c(=O)oc3ccccc32)c(C)n1C	-6.8	0.1	0.4	-22.6
N#CCNC(=O)c1ccc([N+](=O)[O-])cc1Cl	9.9	0.0	0.6	13.8
CCOc1cc(/C=C(\C#N)C(=O)NCc2ccco2)cc(I)c1O	4.5	-0.5	0.3	0.7
COC(=O)Cn1c(=NC(=O)C2COc3ccccc3O2)sc2cc3c(cc21)OCCO3 (stereo unspecified)	-2.9	0.7	-2.5	-11.4
COC(CN(C)C(=O)CN1CCN(Cc2ccc(Cl)cc2)C1=O)OC	9.1	0.5	-1.2	2.6
Nc1nonc1C(=O)NC(c1ccccc1)c1ccccc1	3.7	-0.1	0.5	6.4
O=C(CN1C(=O)[C@@H]2CCCN2C(=O)c2ccccc21)N1CCCc2ccccc21	-5.8	0.0	1.9	8.4
CC(C)=C(NC(=O)c1ccccc1)C(=O)N/N=C/c1ccc2c(c1)OCO2	-1.4	0.1	-0.4	8.3
CC1(C)CC(=O)C=C(C(=O)N2CCC(n3nccc3NC(=O)C3CC3)CC2)O1	0.4	-0.1	0.7	3.0
COc1ccc(OC)c(CN2CCC(O)CC2)c1	36.6	0.1	-0.5	-4.2
COc1ccc(-c2nnc3ccc(SCC(=O)N4CCOCC4)nn23)cc1	-6.4	-0.1	1.9	-6.0
O=C(CSc1nnc(NC(=O)c2cccs2)s1)Nc1ccc2c(c1)OCO2	-16.1	-0.1	-1.2	-13.2
CCCSc1nc2c(c(=O)n1-c1cccc(OC)c1)C1(CCCCC1)Cc1ccccc1-2	-9.8	0.0	3.2	-5.0
CC(=O)Nc1ccc(NC(=O)C2CC(=O)N(C3CCCCC3)C2)cc1 (stereo unspecified)	-11.1	0.1	1.0	7.4
CC12CCOC1N(Cc1ccccc1)c1ccccc12 (stereo unspecified)	-7.6	0.0	-0.6	-16.2
CN1CCC(NC(=O)c2cccc(C(F)(F)F)c2)CC1	8.6	0.1	-0.2	1.0
N#CCCSc1nnc(Nc2ccccc2F)s1	0.7	0.1	1.3	-5.1
CCOC(=O)C1=C(C(=O)OCC)SC(=C2C(=S)C(C)(C)N(C(=O)COc3ccc4ccccc4c3)c3c(C)cccc32)S1	11.0	0.0	-0.6	7.1
O=[N+]([O-])c1ccccc1S(=O)(=O)Nc1ccc2ccccc2c1	4.4	-0.1	0.0	-10.2
COc1ccccc1CNc1ccc(C(=O)N2CCCC2)cc1S(=O)(=O)Nc1cccc(C(F)(F)F)c1	17.8	-0.1	1.8	-1.4
COCCNC(=O)CN1CCC(NC(C)=O)(c2ccc(C)cc2)CC1	4.0	0.1	1.0	6.6
CCCN1CCN(CCCNC(=O)CN2N=C(c3ccc(C)cc3)CCC2=O)CC1	4.5	-0.1	-0.8	-1.0
O=c1oc2ccccc2c(N2CCNCC2)c1CN1CCCC1	-10.9	-0.1	0.7	-4.0
C[C@@H]1CN(C(=O)c2nc3sccn3c2CNCCN2CCOC2=O)C[C@H](C)O1	-6.9	-0.1	-0.2	-5.7
Cc1nc(SCC(=O)Nc2c(C)[nH]c(=O)[nH]c2=O)c2c3c(sc2n1)CC(C)CC3 (stereo unspecified)	2.8	0.1	0.0	8.8
Cc1[nH]n(-c2ccccc2)c(=O)c1C(c1ccc(C(F)(F)F)cc1)c1c(C)[nH]n(-c2ccccc2)c1=O	16.6	-1.0	1.4	3.9
CCOc1cccc(-c2nnc(N)s2)c1	5.0	-0.1	0.3	-4.7
CCC1CCc2c(sc(NC(=O)COc3ccc(Cl)cc3)c2C(N)=O)C1 (stereo unspecified)	-0.6	0.1	1.2	2.0
Cc1ccc(C(=O)/C=C(/N)C(F)(F)F)cc1	-2.9	0.1	-0.6	2.8
O=C(CN1C(=O)c2cccc([N+](=O)[O-])c2C1=O)Nc1nnc(-c2ccccc2)s1	3.2	-0.4	-0.2	0.7
O=C(Nc1ccccc1C(F)(F)F)N1CCCCCC1	-14.0	0.1	3.3	-4.4
O=C(NCC(c1ccc2c(c1)OCO2)N1CCOCC1)c1cccs1 (stereo unspecified)	4.3	0.2	1.4	-7.1
O=P(c1ccccc1)(c1ccccc1)C(O)c1ccncc1 (stereo unspecified)	-7.6	0.0	0.1	-6.7
O=C(CN(c1ccc(Cl)cc1Cl)S(=O)(=O)c1ccccc1)NCc1ccccc1	4.1	0.0	0.6	7.2
Cc1ccc(-c2cccc3cnc(Nc4ccc(C(=O)N5CCCC5)cc4)nc23)cn1	9.4	0.1	-2.2	50.2*
C=CCOc1ccc(CNC2CCCCC2)cc1OC	12.1	0.5	2.8	-10.7
CC1(C)CC(=O)C(C(=S)Nc2ccccc2)=C(NCCc2ccccc2)C1	-6.2	-1.0	-0.8	-3.8
COc1ccccc1CC(=O)Nc1ccc(Cl)cc1C(=O)O	1.3	0.4	0.0	2.7
O=C1/C(=C/c2ccc(-c3ccc(Cl)c(Cl)c3)o2)C=C(c2ccccc2)N1c1cccc(Br)c1	-5.4	-0.2	-1.0	3.5
CCCOc1ccc(C2C(=O)N(C3CCCCCC3)CC(=O)N2CCc2ccc(OC)c(OC)c2)cc1OC (stereo unspecified)	-2.5	0.0	-0.8	-8.7
Cc1ccc(NC(=O)Nc2ccon2)cc1	14.2	0.0	-1.1	-26.3
CCOC(=O)c1c(NC(=O)COc2ccccc2Cl)sc2c1CCC(C)C2 (stereo unspecified)	4.8	0.0	-0.2	-3.7
CS(=O)(=O)NN1C(=O)c2ccccc2NC1c1ccccc1F (stereo unspecified)	3.1	0.0	-0.8	0.8

Later entries:
mol	MITF inh	FBW7 activator	GPR151 activ	TEAD-YAP block
O=C(CCC(=O)OCC(=O)c1ccc(Br)cc1)Nc1ccc(Oc2ccc(Cl)cc2Cl)cc1	-13.7	0.0	1.5	6.0
COC(=O)Cn1c(C(=O)OC)ccc1-c1ccco1	2.6	-0.1	0.9	-1.9
Cn1ncc2c(NNC(=O)c3cccc(Cl)c3)ncnc21	-5.0	-0.1	0.3	-5.3
COCc1c(C(C)C)nc(C(C)C)c(/C=C/[C@@H](O)C[C@@H](O)CC(=O)O)c1-c1ccc(F)cc1	-11.8&-2.2	0.0&-0.1	-1.0&0.3	19.2&16.2
C=CCNC(=O)c1c[nH]c2ccc(S(=O)(=O)N(C)c3ccc(Cl)cc3)cc2c1=O	6.2	0.5	0.4	6.6
C=CCSc1nnc(COc2ccccc2)o1	-4.9	0.0	-1.9	-50.1
O=C(Nc1ccc2nc(-c3ccc(Cl)cc3)[nH]c2c1)C12CC3CC(CC(C3)C1)C2	-6.3	-0.1	2.6	-31.2
Cc1cccc(C)c1NS(=O)(=O)c1cccc2nsnc12	-4.9	-0.1	-0.7	-0.4
CCN(CCCNC(=O)CNC(=O)c1nn(-c2ccc(OC)c(OC)c2)c(=O)c2ccccc12)c1cccc(C)c1	9.4	0.2	-0.8	28.0
O=C(OCC(=O)N1CCCCC1)c1ccc(Cl)nc1	4.5	0.1	0.7	-3.0
COc1ccc(Br)cc1C(=O)N/C(=C\c1cccc([N+](=O)[O-])c1)C(=O)Nc1ccc(C)cc1Br	10.4	0.0	2.5	6.9
COc1ccc(-n2c3c(cc(C(=O)O)c2=O)C(=O)CCC3)cc1	-7.1	0.0	-0.7	-0.6
CC(=O)c1cccc(NC(=O)c2cncc(Br)c2)c1	9.6	0.1	4.5	-15.8
CCC(=O)Nc1cc(C)c(NC(=O)c2ccccc2OC)cn1	12.3	0.7	-0.9	-8.3
Cc1ccc2cc(CN(C(=O)C3CC3)C3CCCCC3)c3nnnn3c2c1C	-6.1	-0.2	0.4	-5.7
NC(=O)c1ccc(NC(=O)CCCC(=O)O)cc1	-3.1	-0.1	-1.8	2.5
Cc1nn(CC(=O)NCc2cccc(F)c2)c(=O)c2cc3occc3n12	-1.9	-0.1	-0.3	-7.9
CCN(CC)C(=O)Cn1nc(C)n2c(cc3oc(C)cc32)c1=O	10.1	0.0	1.0	4.2
Cc1ccnc(SC2CC(=O)N(c3ccc4ccccc4c3)C2=O)n1 (stereo unspecified)	1.3	0.0	1.2	-5.3
Cc1cc(SC#N)ccc1NC(=O)C12CC3CC(CC(C3)C1)C2	-6.0	0.2	0.5	-17.5
Cc1cccc(NC(=O)c2c(C)nc3ccccn23)c1	2.2	0.7	-0.1	-49.2
Cc1cccn2c(=O)c3cc(C(=O)Nc4cccc(C(F)(F)F)c4)sc3nc12	-7.3	0.0	-0.4	0.5
CCC1Sc2cc(S(=O)(=O)CCC(=O)NCC(C)c3ccccc3)ccc2NC1=O (stereo unspecified)	6.9	0.1	0.7	7.3
OCCC1CN(Cc2cnc(N3CCCC3)s2)CCN1Cc1ccsc1 (stereo unspecified)	0.8	-0.1	-1.1	-6.2
CSc1ccc(CN2CCOc3ccc(CN4CCN(C(C)=O)CC4)cc3C2)cc1	88.5*	0.0	1.0	36.6*
O=C(CSc1ncnc2c1nnn2Cc1ccccc1)OCc1ccccc1	20.7	0.1	-1.0	-7.5
COc1cccc(NC(=O)C2C3C=CC4(O3)C2C(=O)N(CCCN(C)Cc2ccccc2)C4C(=O)NC2CCCCC2C)c1 (stereo unspecified)	2.3	0.5	-0.8	-7.7
CCCN(C(=O)c1ccccc1)c1c(C)n(C)n(-c2ccccc2)c1=O	-18.6	-0.1	-1.1	-15.0
CCOC(=O)c1nn(-c2ccccc2)cc1C(=O)c1ccco1	-6.6	-0.1	-0.4	-6.8
Cc1ccccc1Cn1cc(SCC(=O)N2CCOCC2)c2ccccc21	6.3	-0.3	-1.4	-73.4

Molecules listed so far that have an NH in an aromatic ring, in the order listed:
mol	MITF inh	FBW7 activator	GPR151 activ	TEAD-YAP block
CN(C(=O)CSc1ncn[nH]1)c1ccccc1	-6.4	0.6	1.1	-8.1
Cc1nc(SCC(=O)Nc2c(C)[nH]c(=O)[nH]c2=O)c2c3c(sc2n1)CC(C)CC3 (stereo unspecified)	2.8	0.1	0.0	8.8
Cc1[nH]n(-c2ccccc2)c(=O)c1C(c1ccc(C(F)(F)F)cc1)c1c(C)[nH]n(-c2ccccc2)c1=O	16.6	-1.0	1.4	3.9
C=CCNC(=O)c1c[nH]c2ccc(S(=O)(=O)N(C)c3ccc(Cl)cc3)cc2c1=O	6.2	0.5	0.4	6.6
O=C(Nc1ccc2nc(-c3ccc(Cl)cc3)[nH]c2c1)C12CC3CC(CC(C3)C1)C2	-6.3	-0.1	2.6	-31.2

The results go on:
mol	MITF inh	FBW7 activator	GPR151 activ	TEAD-YAP block
CC1(C)CC(NC(=O)CCCCCN2C(=O)c3ccccc3C2=O)CC(C)(C)N1	-5.2	0.0	0.5	1.1
COc1ccccc1C(=O)N[C@@H]1c2ccccc2C2(CCN(Cc3cccs3)CC2)[C@H]1O	-4.0	0.1	0.7	19.8
CCOc1ccc2c(c1)=C(c1sc(N)nc1O)C(=O)N=2	-6.8	0.2	-1.3	-0.5
COC(=O)c1cc(S(=O)(=O)NCc2ccc3c(c2)OCO3)cn1C	-2.1	-0.4	0.6	6.2
